SIRT5 inh = inhibitors of human sirtuin-5 desuccinylase. inhibition, % at 15 µM. Q9NXA8. hit rate 1.1% among 330,000. AID 652115. Purified SirT5, succinyl-peptide AMC, trypsin-coupled fluorescence; in the data active = inhibition above about 15%; inconclusive = no clear call, values can overlap the other calls
Target sequence (Q9NXA8 whole entry, looked up): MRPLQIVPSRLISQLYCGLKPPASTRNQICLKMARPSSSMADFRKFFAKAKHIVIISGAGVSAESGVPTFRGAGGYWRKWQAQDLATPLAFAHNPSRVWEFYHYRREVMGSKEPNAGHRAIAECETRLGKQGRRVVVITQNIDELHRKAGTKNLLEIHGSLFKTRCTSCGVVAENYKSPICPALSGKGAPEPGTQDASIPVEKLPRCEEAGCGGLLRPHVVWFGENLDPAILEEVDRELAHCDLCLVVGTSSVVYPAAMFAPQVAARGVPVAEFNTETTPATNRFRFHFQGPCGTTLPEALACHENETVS
Statin myotox sup = suppressors of simvastatin-induced myotoxicity in C2C12 myotubes. hit rate 0.78% among 330,000. ATP luminescence, 48 h; scaled: DMSO 0, geranylgeraniol control 100. rescue of ATP level, % at 7.49 µM;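 active = mean ATP rescue above about 67%, or every replicate alone reaching that limit, limit read from the data, passing the limit was not always enough; inconclusive = no clear call, values can overlap the other calls; inactive = mean under the limit and some replicate under it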;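 also: myotubes were challenged with 10 µM simvastatin during compound exposure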
ERp5 inh = ERp5 (human) disulfide isomerase inhibition | Q15084 | ERp5 insulin aggregation, absorbance 650 nm, 90 min | inhibition, % at 9.99 µM | hit rate 0.05% among 350,000 | AID 651711;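 active = mean replicate inhibition above about 25%, with every replicate also reaching it, limit read from the data, passing the limit was not always enough; inconclusive = only one of those two criteria met; inactive = neither criterion met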
Target sequence (Q15084 whole entry, looked up): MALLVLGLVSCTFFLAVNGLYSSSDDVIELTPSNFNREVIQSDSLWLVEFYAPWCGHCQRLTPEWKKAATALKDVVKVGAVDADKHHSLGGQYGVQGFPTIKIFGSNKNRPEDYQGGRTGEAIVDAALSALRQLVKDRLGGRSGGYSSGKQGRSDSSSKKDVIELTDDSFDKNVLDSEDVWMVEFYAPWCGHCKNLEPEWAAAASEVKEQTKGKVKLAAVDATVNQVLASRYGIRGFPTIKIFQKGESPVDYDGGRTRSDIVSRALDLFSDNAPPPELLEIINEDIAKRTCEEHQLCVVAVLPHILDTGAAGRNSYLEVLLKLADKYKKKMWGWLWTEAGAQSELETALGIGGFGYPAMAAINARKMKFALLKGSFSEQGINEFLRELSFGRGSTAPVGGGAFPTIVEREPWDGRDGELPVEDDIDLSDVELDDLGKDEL
esBAF inh = blocks esBAF chromatin remodeling in mouse ES cells; Bmi1-luciferase knock-in reporter, 24 h; 100% = twice the neutral-well signal; reporter increase, % at 12.5 µM; hit rate 2% among 350,000; AID 602393; in the data active = activation above about 40%; inconclusive = no clear call, values can overlap the other calls;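 also: 0% = median of the plate's neutral control wells and 100% = double that signal; a rise in the Bmi1 reporter signal indicates esBAF inhibition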
ARNT-TACC3 inh = ARNT/TACC3 interaction disruption. Q9Y6A5. AlphaScreen His-ARNT PAS-B/GST-TACC3 binding, luminescence; TACC3 fragment carries E629A point mutation. inhibition, % at 9.99 µM. hit rate 0.66% among 390,000. AID 623870;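 active = mean inhibition of replicates at least 50% and at least half of replicates each reaching 50%; inconclusive = half or more replicates reach 50% but mean below 50%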;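 also: 0% = complete ARNT plus TACC3 wells and 100% = ARNT alone without TACC3; many hits fall short of the cut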
Cneo AK release = causes C. neoformans cell lysis; adenylate kinase release luminescence, 4 h; normalised: neutral wells 0, clomiphene wells 100; lysis activity, % at 15 µM; AID 651654; hit rate 0.2% among 360,000;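 active = mean lysis activity across replicates of at least 80%, whatever share of replicates individually reach that level; inactive = mean lysis activity below 80%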
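Material: C. neoformans cells | Amount: Yeast cell density of 5 × 10^6 cells/mL | Medium: Fresh YPD growth medium | Dosing: Single dose | Times: Static 4 h at 37 °C with compound, 1 h detection | Detection: AK luminescence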
miR-122 sensor = miR-122 inhibition in Huh7 cells. Huh7 miR-122 Renilla luciferase sensor, 48 h; neutral wells = 0, positive control = 100. activation (reporter increase), % at 12.5 µM. hit rate 0.3% among 340,000;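 active = mean replicate activation score at least 90 and every replicate individually at or above 90; inconclusive = only one of the two criteria met; inactive = neither criterion met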;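 also: higher luciferase means less miR-122 activity so hits act as miR-122 inhibitors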
* = called active by the depositor; u = inconclusive; x = not tested or not shown; [ ] = remark or other dose.

SMILES | SIRT5 inh | Statin myotox sup | ERp5 inh | esBAF inh | ARNT-TACC3 inh | Cneo AK release | miR-122 sensor
O=C(/C=C/c1cccc(Br)c1)N1CCN(c2cccc(C(F)(F)F)c2)CC1 | x | x | x | x | 2 | -5 | -5
COCC(=O)N(C)C[C@@H]1Oc2ncc(-c3ccccc3C)cc2C(=O)N([C@H](C)CO)C[C@@H]1C | -4 | -2 | -4 | 5 | -9 | 0 | -3[16.7 µM]
O=C(CSc1ncnc2c1oc1ccccc12)c1cccs1 | x | -21 | x | 57* | -2 | x | -13
CN1C(=O)CC(NNC(=O)c2ccc(Cl)cc2)C1=O (stereo not drawn) | x | 3 | x | -3 | 0 | 4 | 2
Cn1c(CCNS(=O)(=O)c2ccccc2)nnc1SCc1cccnc1 | -5 | 20 | 1 | -3 | -12 | -2 | 2
CN1C(=O)c2cc(NC(=O)Nc3ccccc3Cl)ccc2OC[C@H]2O[C@H](CC(=O)O)CC[C@@H]21 | x | 0 | x | -6 | -9 | -5 | -33[16.7 µM]
Cc1ccc(S(=O)(=O)N[C@@H]2CC[C@H](CCNC(=O)C3CCC3)O[C@H]2CO)cc1 | 2 | -1 | 1 | -1 | 0 | 0 | x
C[C@@H]1CN([C@H](C)CO)C(=O)c2cc(C3=CCCCC3)cnc2O[C@H]1CN(C)C(=O)c1cccnc1 | 1 | -5 | 22 | 0 | -1 | -5 | x
CCN(C[C@H]1N[C@@](CC)(C(=O)OC)[C@H]2C(=O)N(C)C(=O)[C@@H]12)S(=O)(=O)c1ccc(C(F)(F)F)cc1 | -5 | 2 | -5 | -3 | 3 | -1 | x
CN1c2ccc(-c3cccc(C#N)c3)cc2[C@H]2[C@H](CCN2C(=O)CN2CCOCC2)[C@H]1CO | 5 | 21 | -2 | 0 | -12 | 0 | -7[16.7 µM]
COc1ccc(NC(=O)CCNC(=O)Cn2ccc3ccccc3c2=O)cc1Cl | -6 | 10 | -5 | -1 | 1 | 2 | -3
COC(=O)COc1ccc(S(=O)(=O)NCc2ccco2)cc1Cl | x | x | x | x | -6 | 1 | 1
COC(=O)C(C(C)C)N1CCc2c(C)nc3c(C#N)cnn3c21 (stereo not drawn) | -5 | x | -12 | x | 1 | x | x
CCn1c(/C=C/c2c(C)[nH]c3ccccc23)nc2ccccc2c1=O | -2 | x | -7 | x | -4 | 3 | 9
COc1ccc(-c2ccc([C@H]3[C@H](C#N)N[C@@H]3CO)cc2)cc1 | 0 | -6 | 0 | -1 | 0 | -1 | x
CCCNC(=O)c1cc(C2CCCN(C(=O)c3ccc4c(c3)CCO4)C2)on1 (stereo not drawn) | -3 | 11 | -3 | -11 | x | 0 | -6
C[C@H]1CN([C@@H](C)CO)S(=O)(=O)c2ccc(-c3ccncc3)cc2O[C@@H]1CN(C)C(=O)Nc1ccc(C(F)(F)F)cc1 | 2 | -80 | 8 | 3 | -1 | 1 | 15[16.7 µM]
O=C(NCC1CCCO1)c1csc2c1CCCC2 (stereo not drawn) | 1 | -3 | -1 | 13 | -11 | 0 | 2
C=C/C=C/[C@@H]1C(=C)CN2[C@H]1[C@H](Cc1ccccc1)OC(=O)[C@@H]2Cc1ccccc1 | -1 | x | 2 | x | -1 | 3 | x
O=C(CC(=O)c1ccccc1)Nc1ccccc1 | -3 | 0 | 2 | 76* | -3 | 2 | 11
Cc1[nH]n(-c2ccc(C(=O)O)cc2)c(=O)c1CCO | -3 | x | -3 | x | x | x | -4
O=C(CC1CC1)N[C@@H]1CC[C@@H](CCNS(=O)(=O)c2ccc(Cl)cc2)O[C@H]1CO | -1 | -1 | -1 | -4 | -9 | 3 | x
Cc1cc(-n2c(C)cc(C(=O)COc3ccc(Cl)cc3C(N)=O)c2C)no1 | 1 | -10 | -1 | -21 | -9 | 0 | -1
CC(=O)N(C)C[C@@H]1Oc2cc(-c3ccccc3F)ccc2S(=O)(=O)N([C@@H](C)CO)C[C@H]1C | -3 | -29 | 0 | 5 | -1 | 3 | -7[16.7 µM]
Nc1nonc1-n1nnc(C(=O)N/N=C/c2ccco2)c1CSc1ccc(Cl)cc1 | x | 5 | 4 | 10 | x | 1 | -3
O=C1C(C=NC2CC2)=C(O)c2ccccc21 | x | 3 | x | 20 | 6 | 1 | 2
C[C@H](CO)N1C[C@H](C)[C@H](CN(C)CC2CC2)Oc2cc(C#CCN(C)C)ccc2S1(=O)=O | 5 | 3 | 1 | -1 | 4 | 61 | 8[16.7 µM]
O=c1[nH]nc(SCc2ccccc2Cl)n1-c1ccc2c(c1)OCCO2 | 1 | 11 | 1 | 6 | 4 | 4 | 6
CCOC(=O)C1=C(C)NC(=O)NC1c1ccc(OC(=O)c2ccco2)cc1 (stereo not drawn) | x | x | x | -4 | -5 | 5 | -1
Cc1ccc(C(=O)Oc2cccc(NC(=O)c3ccco3)c2)cc1S(=O)(=O)N1CCC(C)CC1 | x | -8 | x | -2 | -4 | -1 | -1
COCCCNC(=S)Nc1cc2oc3ccccc3c2cc1OC | -3 | -30 | 2 | 6 | 7 | 74 | 12
OCCNC(=S)Nc1ccc(Oc2ccccc2)cc1 | 1 | x | -2 | x | 3 | x | x
C[C@@H]1CCCCO[C@H](CN(C)S(=O)(=O)c2ccccc2)[C@@H](C)CN([C@@H](C)CO)C(=O)c2cc(NC(=O)Cc3ccccc3)ccc2O1 | 6 | x | 0 | 0 | -10 | -3 | 3[16.7 µM]
O=C(CN1CCN(c2ccccn2)CC1)NCc1cccs1 | x | 1 | x | 4 | -2 | 5 | 2
C[C@H](CO)N1C[C@H](C)[C@@H](CN(C)Cc2cccc(F)c2)Oc2ncc(C#C[C@@H](C)O)cc2C1=O | 0 | 5 | 5 | -1 | -4 | 16 | 7[16.7 µM]
COC(=O)C(F)(Sc1c(C)n(C)n(-c2ccccc2)c1=O)C(F)(F)F (stereo not drawn) | x | 6 | x | -2 | -1 | -1 | x
Nc1nc2ccccc2n1C(=O)c1ccc(F)cc1 | -4 | -25 | 0 | -63 | -2 | x | -3
O=C(CCN1N=C(c2ccccc2)CCC1=O)NC1CCCC1 | 2 | -10 | 0 | 6 | -17 | 10 | -1
Cc1cc(NS(=O)(=O)c2ccc3c(c2)OCCO3)no1 | 0 | x | 1 | x | -17 | 9 | x
Cc1cccnc1NC(=O)CCNC(=O)c1ccccc1Cl | 0 | 13 | 1 | 3 | -3 | 2 | -4
CN1CCN(C(=O)CCc2nc3ccccc3n2-c2ccccc2)CC1 | 0 | x | 1 | x | 8 | 1 | 2
C[C@H](CO)N1C[C@H](C)[C@@H](CN(C)S(C)(=O)=O)Oc2cc(C#CC3CC3)ccc2S1(=O)=O | 0 | 12 | -6 | 1 | 0 | 56 | 36[16.7 µM]
O=C(NNC(=O)c1cccc(Cl)c1)NNC(=O)c1cccc(Cl)c1 | x | -6 | 3 | 6 | x | -4 | 0
Cc1ccc(S(=O)(=O)N(C)CC(=O)O/N=C(\N)c2cccc(Br)c2)cc1 | -2 | 6 | 8 | 0 | -8 | 2 | -8
Cc1n[nH]c(=O)c2c(NC(=O)COC(=O)Cc3ccc(Cl)cc3Cl)oc(C)c12 | -1 | 6 | 1 | -9 | -12 | 4 | -4
COc1ccc(S(=O)(=O)N2CCCCC2)cc1NC(=O)Cn1cnc2ccccc2c1=O | 3 | 2 | -1 | -7 | 26 | -4 | 6
Cc1ccsc1C(=O)OCC(=O)N(C)c1c(N)n(Cc2ccccc2)c(=O)[nH]c1=O | -8 | -3 | 0 | 16 | 2 | 3 | x
CC(C)CNC(=O)CN(C1CCCCC1)S(=O)(=O)c1ccccc1 | x | 102* | x | -4 | -7 | 0 | 3
Cc1ccc(C(=O)N2CCN(Cc3ccc4c(c3)OCO4)CC2)o1 | x | 2 | x | -2 | 27 | -1 | -1
COc1ccc(OC)c(Nc2ccc(Nc3cc(OC)ccc3OC)nn2)c1 | 0 | x | -1 | x | x | -1 | 12
O=C(COc1ccc(Br)cc1)N1CCc2ccccc2C1 | -2 | x | 5 | x | -11 | x | x
Cc1ccccc1OCC(=O)OCC(=O)Nc1cc(S(C)(=O)=O)ccc1Cl | -1 | -12 | 0 | x | -3 | 0 | x
NC(=O)CC(NC(=O)c1ccc(Br)cc1)c1ccc(N2CCC(Cc3ccccc3)CC2)c([N+](=O)[O-])c1 (stereo not drawn) | 0 | -16 | 4 | 4 | 18 | 2 | 4
CC(O)CN1CC(O)=C(c2nc3ccccc3s2)C1=N (stereo not drawn) | -2 | -7 | 2 | 8 | -4 | 1 | 6
CCN(CC)S(=O)(=O)c1cccc(NC(=O)c2ccc(S(=O)(=O)N3CCCC3)cc2)c1 | -1 | 5 | 2 | 10 | -2 | -1 | -5
O=C(Nc1cccc2c1C(=O)NC2=O)c1ccc(S(=O)(=O)N2CCCC2)cc1 | x | x | x | x | -25 | -1 | -1
CCc1ccc2c(F)cccc2n1 | -1 | 1 | 5 | 3 | x | 1 | 2
C[C@H]1CN([C@@H](C)CO)C(=O)c2cc(-c3cccnc3)cnc2O[C@@H]1CN(C)S(C)(=O)=O | -5 | x | 13 | -3 | -6 | 2 | 11[16.7 µM]
C[C@@H]1CN([C@H](C)CO)C(=O)c2ccccc2-c2ccccc2CO[C@@H]1CN(C)S(=O)(=O)c1ccc(Cl)cc1 | 4 | 13 | 3 | 2 | 5 | 48 | x
CN(C)C(=O)C[C@@H]1C[C@H]2c3cc(NC(=O)Nc4ccc(C(F)(F)F)cc4)ccc3O[C@H]2[C@H](CO)O1 | 1 | 7 | 2 | -1 | 1 | 19 | 4[16.7 µM]
The results go on.
SMILES | SIRT5 inh | Statin myotox sup | ERp5 inh | esBAF inh | ARNT-TACC3 inh | Cneo AK release | miR-122 sensor
Cc1ccc(S(=O)(=O)N2CC=C(C(=O)NC3CCCC3)CC2)cc1 | -1 | -1 | -3 | 0 | 0 | 1 | -2
C[C@@H]1CN([C@H](C)CO)C(=O)Cc2cc(NC(=O)Cc3cn(C)c4ccccc34)ccc2O[C@@H]1CN(C)CC1CC1 | 1 | 10 | 0 | -4 | 7 | 2 | 1[16.7 µM]
CCOc1ccc(CCNC(=O)COC(=O)CSc2ccccc2C)cc1OCC | 4 | 6 | 2 | -7 | x | -2 | x
CCN1CCN(S(=O)(=O)c2ccc(Cl)c(C(=O)N(C)Cc3cccc(OC)c3)c2)CC1 | 3 | x | 0 | x | -2 | x | x
CC(C)C(=O)Nc1ccc(N2CCOCC2)c(S(=O)(=O)Nc2ccccc2Cl)c1 | x | 4 | 2 | x | 7 | 4 | 37
COC(=O)[C@H]1[C@H](CO)[C@H]2Cn3c(ccc(-c4cccc(OC)c4)c3=O)[C@H]2N1Cc1nccs1 | -22 | -2 | 2 | 4 | -6 | -2 | x
CS(=O)(=O)N(CC(=O)O)c1ccc(Oc2ccccc2)cc1 | x | u | x | -1 | 3 | -1 | -6
O=C(Nc1cc(Cl)ccc1Cl)C1Cc2ccccc2O/C1=N\O (stereo not drawn) | -1 | 27 | 4 | -2 | 3 | 1 | x

Screening results (PubChem BioAssay)
